NOD2 RIPK2 PPI: blocks binding of human NOD2 to RIPK2. inhibition, % at 4.98 µM. 360,000 tested, 0.38% active. O43353. CHO BLA complementation NOD2-RIPK2, CCF4 ratio; in the data active = inhibition above about 21%;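 note: 0% = vehicle only and 100% = reference blocker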
Target sequence (O43353 whole entry, looked up): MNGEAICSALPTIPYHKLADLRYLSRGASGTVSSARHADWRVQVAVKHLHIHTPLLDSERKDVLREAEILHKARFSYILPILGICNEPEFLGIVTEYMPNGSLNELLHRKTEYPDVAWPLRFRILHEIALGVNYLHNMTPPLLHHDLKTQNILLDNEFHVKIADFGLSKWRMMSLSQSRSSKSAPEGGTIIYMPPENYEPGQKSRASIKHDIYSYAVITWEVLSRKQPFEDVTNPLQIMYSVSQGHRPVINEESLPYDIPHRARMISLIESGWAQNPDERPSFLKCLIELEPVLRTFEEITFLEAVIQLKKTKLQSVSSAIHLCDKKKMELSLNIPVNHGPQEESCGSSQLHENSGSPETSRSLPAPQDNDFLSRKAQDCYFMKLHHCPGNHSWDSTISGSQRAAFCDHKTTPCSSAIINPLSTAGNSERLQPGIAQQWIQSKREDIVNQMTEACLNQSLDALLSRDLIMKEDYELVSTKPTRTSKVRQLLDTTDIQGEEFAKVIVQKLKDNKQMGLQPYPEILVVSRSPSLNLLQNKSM
SRC2 inh: human SRC2 (NCOA2) inhibition. Q15596. HEK293 GAL4-SRC2 luciferase reporter, luminescence. inhibition, % at 9 µM. 370,000 tested, 0.17% active;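 active = inhibition above the mean inhibition of all tested compounds plus 3 SD, set per campaign, cut at about 52% in these data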;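 note: 0% = DMSO treated cells and 100% = cells given Gossypol at 36 µM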
TROY NFkB inh: inhibitors of TROY-dependent NF-kB signaling. Q293 LMP1-TROYcd NF-kB luciferase reporter, 4 h. inhibition, % at 10 µM. 360,000 tested, 0.98% active. AID 1347056;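 active = compounds whose plate-normalised and pattern-corrected inhibition of the luciferase reporter signal at the single screening dose is 50% or more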
TRAIL sens C8: caspase-8 TRAIL sensitization. NB7+C8 cells + TRAIL, ATPlite viability luminescence. inhibition (viability loss, TRAIL sensitization), % at 10 µM. 360,000 tested, 1% active;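 active = compounds causing at least 50% loss of cell viability in the single-dose screen, relative to plate controls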
TLR9-MyD88 block: TLR9-MyD88 interaction inhibition; 340,000 tested, 0.21% active; AID 504734; inhibition, % at 4.98 µM; CHO BLA complementation TLR9-MyD88, CCF4 FRET ratio;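 active = inhibition above the mean over all tested compounds plus 3 SD, cut at about 21% in these data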;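 note: 0% = DMSO only wells and 100% = clavulanate BLA inhibitor control wells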
NCOA1 inh: inhibitors of human steroid receptor coactivator 1 (SRC1). Q15788. HEK293 GAL4-SRC1 luciferase reporter, luminescence. inhibition, % at 3.6 µM. 360,000 tested, 0.12% active. AID 588354;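 active = inhibition above the campaign mean plus 3 SD, with each screening campaign given its own cutoff, cut at about 60% in these data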;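 note: 0% = DMSO treated cells and 100% = gossypol at 36 µM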
NCOA3 inh: inhibits human SRC3 coactivator | Q9Y6Q9 | HEK293 GAL4-SRC3 luciferase reporter, luminescence | inhibition, % at 3.6 µM | 360,000 tested, 0.17% active | AID 588352;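 active = inhibition above a per-campaign cutoff, the mean of all compounds plus 3 SD, cut at about 60% in these data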;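 note: 0% = DMSO-treated cells and 100% = gossypol-treated cells at 36 µM; higher means less SRC3-driven luciferase light from the GAL4 reporter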
NR5A2 inv ag: NR5A2 inverse agonism in reporter assay | 360,000 tested, 0.13% active | inhibition, % at 3.6 µM | AID 602396 | HEK293T StAR-luciferase reporter, LRH-1 transfected, 24 h;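 active = inhibition above the mean inhibition of all tested compounds plus 3 SD, cut at about 73% in these data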;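 note: 0% = DMSO wells and 100% = reporter-only cells lacking LRH-1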
Target sequence (O00482 whole entry, looked up): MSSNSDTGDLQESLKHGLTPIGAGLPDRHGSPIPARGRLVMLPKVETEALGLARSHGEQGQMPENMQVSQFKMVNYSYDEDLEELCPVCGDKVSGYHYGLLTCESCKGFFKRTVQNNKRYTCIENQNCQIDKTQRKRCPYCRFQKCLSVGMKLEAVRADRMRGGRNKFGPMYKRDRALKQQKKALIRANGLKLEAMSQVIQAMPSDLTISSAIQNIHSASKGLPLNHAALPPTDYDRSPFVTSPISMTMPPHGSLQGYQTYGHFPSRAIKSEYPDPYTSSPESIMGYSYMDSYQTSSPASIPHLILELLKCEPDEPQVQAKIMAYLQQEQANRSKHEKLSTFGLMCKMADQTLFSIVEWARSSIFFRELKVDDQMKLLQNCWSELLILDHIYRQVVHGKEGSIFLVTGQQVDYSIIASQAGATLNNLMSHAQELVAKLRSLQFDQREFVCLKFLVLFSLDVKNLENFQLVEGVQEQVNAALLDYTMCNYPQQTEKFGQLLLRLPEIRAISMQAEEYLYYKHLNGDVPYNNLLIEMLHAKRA
NR2F2 inh: blocks human COUP-TFII nuclear receptor; P24468; HEK293T NGFI-A luciferase reporter, luminescence; inhibition, % at 8.6 µM; 370,000 tested, 0.7% active; AID 686940;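 active = inhibition above a per-plate cutoff, mean inhibition of test wells between control levels plus 3 SD, cut at about 38% in these data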;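 note: cells cotransfected with COUP-TFII expression vector driving the NGFI-A reporter; 0% = median of COUP-TF2 test wells and 100% = reporter-only cells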
EBV LMP1 NFkB: inhibitors of Epstein-Barr LMP1-induced NF-kappaB reporter. inhibition, % at 12.5 µM. 350,000 tested, 0.69% active. LMP1-induced NF-kappaB luciferase reporter cells, luminescence; in the data active = inhibition above about 41%;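 note: 0% = neutral control wells and 100% = reference inhibitor control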
Vif inh: HIV Vif inhibition; HEK293T cells, Vif self-association by quenched fluorescence, imaging, 24 h; inhibition, % at 7.49 µM; 340,000 tested, 0.35% active; in the data active = inhibition above about 50%, passing the limit was not always enough; note: some results filed as inactive read as strong as hits
Numbers without * were called inactive; nt = no result given. The list is partial (hit frequency here may not be typical).

Below each compound: NOD2 RIPK2 PPI	SRC2 inh	TROY NFkB inh	TRAIL sens C8	TLR9-MyD88 block	NCOA1 inh	NCOA3 inh	NR5A2 inv ag	NR2F2 inh	EBV LMP1 NFkB	Vif inh
> O=C(COC(=O)c1cc([N+](=O)[O-])ccc1NCc1ccccc1Cl)NCC(F)(F)F
 : 10	-3	-8	2	0	6	6	17	-6	3	9
> Cc1cccc(C)c1NC(=O)C(C)Sc1nnc(C)n1CC1CCCO1 (stereo unspecified)
 : -1	-17	6	5	-7	-3	1	-18	-14	-5	nt
> COc1ccc(C(=O)NCc2ccccc2)cc1S(=O)(=O)N1CCCc2ccccc21
 : 1	-7	18	-1	0	-9	20	3	-1	-1	5
> O=C(O)c1nn(-c2ccccc2C(F)(F)F)cc1O
 : -1	18	17	-23	-1	-13	24	7	13	-4	-3
> CC(SCc1ccccc1)C(=O)N/N=C/c1cccs1 (stereo unspecified)
 : -3	-19	-9	-6	4	2	3	-4	-4	2	-2
> O=C(NCC(c1ccco1)N1CCc2ccccc2C1)c1cccc([N+](=O)[O-])c1 (stereo unspecified)
 : -3	-23	8	-4	-11	1	-18	-26	-15	0	8
> Clc1cccc(Cl)c1CON/C=N/c1ncnc2sccc12
 : 4	8	6	15	0	-47	-8	12	-2	-9	-26
> c1ccc(Cn2cc(CN3CCCO3)c(-c3ccc4c(c3)OCO4)n2)cc1
 : -7	6	-2	2	1	-43	-13	-20	13	11	7
> COc1ccc(C(C(=O)NC2CCCCC2)N(C(=O)c2sc(C)nc2C)c2ccc(OC)cc2)cc1 (stereo unspecified)
 : -4	23	-4	8	2	2	-3	-5	-37	0	-8
> CC(=O)c1sc2nc(CSc3nncn3C)[nH]c(=O)c2c1C
 : -1	-1	-1	-6	-8	4	19	2	3	-3	0
> Cn1nc(C(=O)NNC(=O)C(CCC(N)=O)NS(=O)(=O)c2ccc(Cl)cc2)c2ccccc2c1=O (stereo unspecified)
 : -13	3	-8	2	12	2	-33	-19	-24	0	-4
> Cc1ccc(S(=O)(=O)N(CC(=O)N2CCOCC2)c2ccccc2F)cc1
 : 4	7	-30	-9	3	-5	-19	6	-5	-13	34
> COc1ccc(O)c(/C=N/NC(=O)CCC(=O)Nc2ccc(F)cc2)c1
 : 1	-6	-2	-9	14	8	3	-7	23	3	-4
> O=C(CN1CCN(Cc2ccccc2)CC1)N/N=C\C=C/c1ccco1
 : -11	25	-8	-2	4	-69	-8	-4	12	3	10
> O=C(Nc1ccc([N+](=O)[O-])cn1)c1cc(-c2cccc(Cl)c2)nc2ccccc12
 : -4	0	1	9	0	-6	-7	9	7	0	2
> CCOC(=O)N1CCN(CC(=O)Nc2ccc(C)c(Br)c2)CC1
 : 8	0	7	-11	0	-19	13	-1	-13	13	9
> CC(C)(C)c1nnc(SCC(=O)Nc2ccc(N3CCCCC3)cc2)n1N
 : -8	-48	-49	-19	-5	-42	-4	-34	-19	-14	6
> C=CCn1c(SCC(=O)NCC2CCCO2)nnc1C1CCCCC1 (stereo unspecified)
 : 1	4	2	6	-9	-14	-17	8	-20	6	-7
> O=C(CC1C(=O)NCCN1C(=O)Nc1ccc(F)cc1F)Nc1cc(Cl)ccc1Cl (stereo unspecified)
 : -1	-19	11	5	4	12	14	2	6	-4	14
> CCCCSc1nc2sc3c(c2c(=O)n1-c1ccc(OC)cc1)CCN(C)C3
 : 4	12	-2	-16	-6	-9	11	6	20	5	1
> CCOc1ccc(/C=C/C(=O)N(C)CC(=O)Nc2cccc(F)c2)cc1OCC
 : -6	-1	18	4	-4	-7	-3	4	-19	7	-1
> CCOc1ccc2nc(NC(=O)CN3C(=O)C4CCCCC4C3=O)sc2c1 (stereo unspecified)
 : -8	-32	-65	38	-4	-26	-9	-60	-29	-6	-1
> O=C(NS(=O)(=O)c1ccccc1)c1ccccc1
 : 0	-14	3	-18	-7	-18	-9	16	1	4	1
> NC(=O)Cn1cc(/C=N\NS(=O)(=O)c2ccc(Cl)cc2)c2ccccc21
 : -1	-1	1	1	9	3	-8	8	-6	3	6
> CC(C)c1csc(CN2CCN(Cc3ccc(F)cc3)C(CCO)C2)n1 (stereo unspecified)
 : -12	6	-2	0	-7	2	3	-5	15	-3	-3
> O=S(=O)(NCc1nnc2c(C(F)(F)F)cc(Cl)cn12)c1ccccc1
 : 4	-18	-8	-6	-5	-24	8	-10	-8	8	0
> Cc1cccc(N2CCN(C(=S)NCc3ccco3)CC2)c1C
 : -8	-28	-16	10	-14	-22	-12	-45	-19	-11	-8
> CC(C)NC(=O)CN(C(=O)CCC(=O)Nc1nccs1)c1ccc(C(C)C)cc1
 : 0	-25	9	-14	-1	4	-3	-12	2	7	-2
> CC(=O)OC(C(=O)Nc1ccccc1)C(C)S(=O)(=O)c1ccccc1 (stereo unspecified)
 : 1	9	-41	3	-9	-2	4	-9	18	0	3
> COc1ccc(C(C)C)cc1S(=O)(=O)N1CCN(c2ccccc2)CC1
 : 5	5	-6	-3	-17	-17	19	-6	6	-39	1
> CCc1ccc(NC(=S)N(Cc2ccc(Cl)cc2)Cc2ccc(C(=O)O)cc2)cc1
 : -1	-28	-16	-8	3	-7	4	-38	-14	2	13
> O=C(NCCN1CCOCC1)c1cc(-c2cccc(Cl)c2)on1
 : -3	-18	-14	-2	-5	-6	-12	-14	-2	-10	6
> CN(C)CC(=O)N1c2ccccc2CCc2ccc(NC(=O)c3ccc(N)cc3)cc21
 : -5	-43	0	0	-2	-9	-1	-4	-15	-3	nt
> COc1cc2c(cc1OC)C(C)N(C(=O)c1cc3n(n1)C(C(F)(F)F)CC(c1ccco1)N3)CC2 (stereo unspecified)
 : -6	-5	14	-6	1	-7	11	-21	10	4	-9
> Cc1ccc(C)c2c1[nH]c1ccccc12
 : -7	7	-23	-5	2	-9	-9	6	-12	-8	-1
> CC(=O)OCc1cc(=O)n(C)c(=O)n1C
 : -2	10	-16	0	-5	-22	-1	-20	-11	-16	nt
> CCOc1ccc(NC(=O)CCC(=O)Nc2cc(OC)c(NC(=O)c3ccco3)cc2OC)cc1
 : -7	-5	2	-7	0	9	1	10	-6	-8	13
> CC1CC(=O)C2=C(C1)Nc1ncnn1C2c1ccccc1 (stereo unspecified)
 : -2	-1	-6	2	3	10	11	-14	-33	0	-5
> O=C(Cc1cccc(NC(=O)C2CCCN(C(=O)C3CCC3)C2)c1)Nc1cccc(C(=O)N2CCCCC2)c1 (stereo unspecified)
 : -2	-25	-3	-11	-6	-1	-5	-31	-3	-6	13
> Cn1c(=O)c(=O)n(C)c2cc(S(=O)(=O)CCC(=O)Nc3ccccc3C(F)(F)F)ccc21
 : -13	-8	-2	-7	-13	5	-4	-32	-2	-2	-2
> COc1ccc(-n2c(SCC(N)=O)nc3nc4c(cc3c2=O)COC(C)(C)C4)cc1
 : -10	-30	-5	-2	-2	5	-8	23	-5	-10	6
> CCOc1ccc(-n2c(=S)sc3c(=O)[nH]c(SCC(=O)NCC4CCCO4)nc32)cc1 (stereo unspecified)
 : -3	-15	26	-24	-6	8	1	14	-2	-31	3
> O=C(NCCOCC(F)(F)C(F)F)c1cc(F)c(F)cc1Cl
 : -1	4	1	-17	-2	-4	-13	-3	-13	-6	nt
> CCOC(=O)c1cc2c(=O)n3cccc(C)c3nc2n(Cc2ccco2)c1=NC(=O)c1cccnc1
 : -3	-22	5	5	7	-10	13	-4	-13	7	-21
> CCOc1ccc(CNS(=O)(=O)c2ccc(-c3ccc(=O)[nH]n3)o2)cc1OC
 : -11	7	-15	-10	14	-9	5	10	-1	0	-5
> N/C(=N\OC(=O)N1c2ccccc2Sc2ccccc21)c1ccc(Br)cc1
 : -10	8	-15	0	2	17	14	8	-7	-8	-1
> O=C(COC(=O)COc1ccccc1)Nc1ccc(Cl)cn1
 : -3	15	2	3	3	-4	1	-9	9	-12	-1
> COc1ccc(Cl)cc1S(=O)(=O)N1CCCC1
 : 4	-25	-1	4	-7	15	26	8	-6	-1	5
> Cc1ccc(C(O)c2ncc(-c3ccccc3Cl)[nH]2)cc1 (stereo unspecified)
 : 2	-41	-60	-7	nt	-22	-10	-16	3	nt	-2
> Cc1cc([N+](=O)[O-])ccc1NC(=O)Nc1ccc(F)cc1F
 : -2	1	31	27	-1	11	-2	10	-10	14	nt
> Cc1ccc(N=c2oc3cc(O)ccc3cc2C(N)=O)cc1
 : -56	-36	34	35	-44	-4	28	-106	-15	0	-6
> O=C(NCC(c1ccco1)N1CCN(c2ccc(F)cc2)CC1)OCc1ccccc1 (stereo unspecified)
 : 2	-10	-22	4	0	-15	-1	1	-9	-4	0
> COc1ccc(CN2CCNC(=O)C2CC(=O)N(C)Cc2ccon2)cc1OC (stereo unspecified)
 : -9	-16	-1	-5	5	-13	1	-15	12	-2	4
> COc1ccc(/C=N/Nc2nc(-c3ccc(Cl)cc3)cc(C(F)(F)F)n2)c(OC)c1
 : -5	-5	-15	-3	-9	-11	10	-1	-28	-3	3
> Cc1nc(NC(=O)c2ccc([N+](=O)[O-])cc2Cl)sc1C(=O)N(C)C
 : -5	-25	6	1	8	1	1	-4	1	-6	17
> O=C(C1CCN(S(=O)(=O)c2c(Cl)cccc2Cl)CC1)N1CCCC1
 : -7	-6	2	3	-1	2	-27	-16	-9	-14	-1
> Clc1ccc(-c2nc3c4ccccc4ccn3c2CC2CCCCC2)cc1
 : -16	-7	-26	3	nt	nt	nt	-13	-24	nt	nt
> CC(=O)Nc1ccc(Oc2ccc(-c3noc(C)n3)cc2)cc1
 : -3	-6	-12	1	-3	-9	2	-12	0	2	-1
> O=c1[nH]c(CN2CCN(CCO)CC2)nc2ccccc12
 : 2	-23	-18	-5	0	2	17	6	1	-7	-3
> O=C(c1cc(F)c(F)cc1Cl)N1CCCCC1
 : -9	-1	-3	-9	7	-7	4	8	5	-2	-1

Next part.
Below each compound: NOD2 RIPK2 PPI	SRC2 inh	TROY NFkB inh	TRAIL sens C8	TLR9-MyD88 block	NCOA1 inh	NCOA3 inh	NR5A2 inv ag	NR2F2 inh	EBV LMP1 NFkB	Vif inh
> CC(C)c1cccc(C(C)C)c1OC(=O)[C@H]1OC(c2ccc(Br)cc2)=C[C@@H]1c1ccc(Br)cc1
 : -10	14	13	11	1	2	7	-11	14	3	18
> COC(CN(C)C(C(=O)NC1CCCCC1)c1ccccc1)OC (stereo unspecified)
 : -11	-34	-11	-4	9	17	15	2	18	3	-3
> COc1ccc(-c2cc3ccccc3n2CC(O)CNCCO)cc1 (stereo unspecified)
 : 3	-10	-1	4	-2	-14	17	-4	5	-3	-1
> O=C(O)c1ccc(NC(=S)NC(=O)c2cccnc2)cc1
 : -6	-4	-7	-13	0	15	-8	-6	7	2	0
> CCOC(=O)C1C2C=CC3(CN(Cc4cccs4)C(=O)C13)O2 (stereo unspecified)
 : 12	0	11	2	1	5	10	-19	8	2	21
> CCn1ncc(C2=NOC(C(=O)Nc3c(C)n(C)n(-c4ccccc4)c3=O)C2)c1C (stereo unspecified)
 : -9	-3	-27	15	1	-24	9	-35	14	3	3
> OCCC1CN(Cc2ccc(C(F)(F)F)cc2)CCN1Cc1ccccc1 (stereo unspecified)
 : 2	5	-2	7	1	7	11	16	3	4	-5

Bioassay records deposited in PubChem by several laboratories.
